PGC1a acetyl inh = lowers PGC1a acetylation signal in U2OS cells | AlphaScreen anti-acetyl-lysine; with virally co-expressed GCN5 acetyltransferase | inhibition, % at 15.6 µM | 0.17% of 350,000 active | AID 651687;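 active = every replicate shows inhibition of at least 40%; inconclusive = mean inhibition at least 40% but some replicate below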;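 note: 0% = neutral control wells and 100% = positive control wells; some results beyond the cut were filed as inactive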
Cneo AK release = Cryptococcus neoformans lysis via adenylate kinase release. C. neoformans lysis, adenylate kinase release luminescence, 4 h; normalised: neutral wells 0, clomiphene wells 100. lysis activity, % at 15 µM. 0.2% of 360,000 active. AID 651654;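 active = mean lysis activity across replicates of at least 80%, whatever share of replicates individually reach that level; inactive = mean lysis activity below 80%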
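Schedule: static 4 h at 37 °C with compound, 1 h detection; system: C. neoformans cells; benchmarks: Clomiphene as positive control; buffer or medium: fresh YPD medium; measure: luminescence rise reflecting yeast cell lysis; measured by: luminescent adenylate kinase detection reagent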
Statin myotox sup = suppression of simvastatin myotoxicity; C2C12 myotubes + simvastatin, ATP luminescence, 48 h; scaled: DMSO 0, geranylgeraniol control 100; rescue of ATP level, % at 7.49 µM; 0.78% of 330,000 active; AID 602340;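 active = mean ATP rescue above about 67%, or every replicate alone reaching that limit, limit read from the data, passing the limit was not always enough; inconclusive = no clear call, values can overlap the other calls; inactive = mean under the limit and some replicate under it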;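 note: myotubes were challenged with 10 µM simvastatin during compound exposure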
INS-1E GSIS act = primary screen for activators of insulin secretion dependent on glucose, INS-1E cells, GLuc reporter luminescence; 0.61% of 370,000 active; INS-1E GLuc reporter insulin secretion, 2-3 h; AID 743287; activation, % at 16.6 µM;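 active = lowest replicate activation of at least 40%, so every replicate reaches that level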;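 note: 0% = median of neutral control wells and 100% = median of IBMX positive control wells; some compounds called inactive have numbers as strong as hits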
CFTR F508del cor = correctors of CFTR F508del function in bronchial epithelial cells. activity (quench increase), % at 7.58 µM. 0.36% of 350,000 active. CFBE cells, YFP halide quenching; stimulated with forskolin plus potentiator P3; % fluorescence drop versus neutral controls;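 active = mean added fluorescence quench of at least 8% versus neutral control, with both replicates also reaching 8%; inconclusive = only one of the mean or replicate conditions met; inactive = mean below 8% and not both replicates reaching 8%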;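 note: cells transiently co-express mutant CFTR-F508del with the halide-sensitive YFP; corrector assay measuring rescue of mutant channel to the surface after 24 h compound exposure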
miR-122 sensor = inhibitors of miR-122 in Huh7 cells; Huh7 miR-122 Renilla luciferase sensor, 48 h; neutral wells = 0, positive control = 100; activation (reporter increase), % at 12.5 µM; 0.3% of 340,000 active; AID 602342;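 active = mean replicate activation score at least 90 and every replicate individually at or above 90; inconclusive = only one of the two criteria met; inactive = neither criterion met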;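 note: higher luciferase means less miR-122 activity so hits act as miR-122 inhibitors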
FN deposition inh = fibronectin deposition inhibition. inhibition, % at 12.6 µM. AH1F fibroblasts, Alexa488-fibronectin deposition fluorescence, overnight. 0.086% of 350,000 active;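 active = mean inhibition across replicates of 30% or more, regardless of how many single replicates reach that level; inconclusive = mean under 30% yet at least half of replicates reach 30%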;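 note: positive control wells lacked labelled fibronectin entirely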
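Assay system: AH1F fibroblasts / Quantity: 10000 cells per well / Medium: DMEM plus 2% serum, read in PBS / Reagent: labelled fibronectin 24 nM / Dosing: single dose, pinned / Times: 1 h cell attachment, overnight exposure to compound and label / Signal: fluorescence, ex 485 nm, em 525 nm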
PglD DTNB = inhibitors of Campylobacter jejuni PglD acetyltransferase | purified PglD enzyme, DTNB colorimetric CoA detection | inhibition, % at 12.5 µM | 0.098% of 360,000 active | AID 602405; in the data active = inhibition above about 16%, passing the limit was not always enough; inconclusive = no clear call, values can overlap the other calls; note: strong numbers were not always called active
* hit, by the source's call; ? = inconclusive; . = no result given; [ ] = remark or other dose.

structure | PGC1a acetyl inh | Cneo AK release | Statin myotox sup | INS-1E GSIS act | CFTR F508del cor | miR-122 sensor | FN deposition inh | PglD DTNB
CC(Sc1nncn1C)C(=O)Nc1ccc(S(N)(=O)=O)cc1 (stereo not drawn) | 2 | 1 | 1 | 15 | 0.7 | -4 | -4 | -5
CCOc1ccc(S(=O)(=O)N2CCC(C(=O)NC3CC3)CC2)cc1Cl | -2 | 2 | -5 | 4 | 1.6 | -11 | -7 | -2
CC(C)(C)C1CCC(N2CCN(c3ccccc3)CC2)CC1 (stereo not drawn) | 0 | 0 | -2 | -13 | -1.6 | -2 | -1 | -6
Cc1cccc(NC(=O)Nc2ccccc2)n1 | . | -5 | -5 | 11 | 0.3 | -5 | -1 | -3
CCOC(=O)N1CCN(S(=O)(=O)c2c[nH]c(C(=O)OC)c2)CC1 | -1 | -1 | -4 | 14 | -2.0 | -7 | -2 | -4
Cc1ccc(-c2nnc(Nc3ccccc3)o2)cc1 | -5 | -5 | -105 | 18 | 2.0 | -2 | . | 0
CC(=O)c1ccc(OCC(=O)N2CCN(S(=O)(=O)c3ccc(Br)s3)CC2)cc1 | -14 | -5 | 2 | 11 | -0.1 | -6 | -8 | -2
O=C(C[C@@H]1C[C@@H]2c3cc(NC(=O)C4CCOCC4)ccc3O[C@@H]2[C@@H](CO)O1)NCc1ccc(Oc2ccccc2)cc1 | -1 | -1 | -1 | 26 | 0.0 | 9[16.7 µM] | . | -3

Random excerpt: 2 entries already listed, in no set order.
structure | PGC1a acetyl inh | Cneo AK release | Statin myotox sup | INS-1E GSIS act | CFTR F508del cor | miR-122 sensor | FN deposition inh | PglD DTNB
CCOC(=O)N1CCN(S(=O)(=O)c2c[nH]c(C(=O)OC)c2)CC1 | -1 | -1 | -4 | 14 | -2.0 | -7 | -2 | -4
CC(=O)c1ccc(OCC(=O)N2CCN(S(=O)(=O)c3ccc(Br)s3)CC2)cc1 | -14 | -5 | 2 | 11 | -0.1 | -6 | -8 | -2

(further entries)
structure | PGC1a acetyl inh | Cneo AK release | Statin myotox sup | INS-1E GSIS act | CFTR F508del cor | miR-122 sensor | FN deposition inh | PglD DTNB
Cc1ccc(C)c(C(=O)COC(=O)c2cc([N+](=O)[O-])ccc2NCCO)c1 | . | -2 | . | -8 | 0.2 | 19 | 4 | 0
COCC(=O)N(C)C[C@H]1Oc2ncc(C#Cc3cccnc3)cc2C(=O)N([C@@H](C)CO)C[C@H]1C | 2 | 2 | -7 | 7 | 0.5 | -1[16.7 µM] | -9 | 1
CCc1ccc(N2C(=O)C3C4C=CC(CC4)C3C2=O)cc1 (stereo not drawn) | . | -8 | -1 | -1 | -2.1 | -2 | -2 | -5
Cc1ccn(S(=O)(=O)c2ccc3oc(=O)ccc3c2)n1 | 38 | 0 | -9 | 14 | -1.3 | 1 | 0 | -4
COC(=O)CCc1c(C)c(C#N)c2nc3ccccc3n2c1N1CCCC1 | -7 | 0 | 56 | 26 | . | -6 | 2 | -2
Cc1ccc(Cl)cc1NC(=O)COC(=O)CN1C(=O)C2CCCCC2C1=O (stereo not drawn) | -12 | 1 | 21 | -16 | -0.4 | 4 | -3 | -3
CCCN1[C@@H]2c3ccc(C4=CCCC4)c(=O)n3C[C@H]1[C@H](CO)[C@H]2C(=O)N(C)C | 5 | 3 | -14 | 24 | -2.9 | -1[16.7 µM] | . | 4
Cc1ccc(-c2cccc(C3CC=CC4C3C(=O)N(Cc3ccccc3)C4c3ccc(C(F)(F)F)cc3)c2)cc1 (stereo not drawn) | 7 | -1 | -5 | 23 | -0.5 | 5 | -7 | -6

Later entries
structure | PGC1a acetyl inh | Cneo AK release | Statin myotox sup | INS-1E GSIS act | CFTR F508del cor | miR-122 sensor | FN deposition inh | PglD DTNB
N#C[C@H]1[C@@H](c2ccc(C3=CCCC3)cc2)[C@@H](CO)N1C(=O)NC1CCCC1 | 4 | 0 | -18 | 10 | 1.9 | . | -4 | -5
COc1cc2c(cc1OC)C(C)N(C(=O)c1sccc1C)CC2 (stereo not drawn) | -4 | -3 | 8 | 7 | 0.0 | 5 | 5 | -3
C[C@H](O)[C@@H]1C(=O)N2CCc3ccc(N4CCOCC4)cc3[C@@H]2C[C@@H]1N(C)S(=O)(=O)c1ccccc1 | -7 | 0 | 15 | 3 | 3.5 | 2 | 13 | -2
O=C(NC1CC1)c1cc(Cl)ccc1[N+](=O)[O-] | . | -3 | -5 | . | . | 4 | 8 | 3
CC(=O)Oc1ccc(C(=O)N2c3ccccc3NC(=O)C2C)cc1 (stereo not drawn) | 4 | -2 | -3 | 7 | 1.7 | -2 | -1 | -3
CC1CCN(C(=O)c2ccccc2NC(=O)c2cccc(S(=O)(=O)N3CCOCC3)c2)CC1 | -5 | -4 | -5 | . | . | -12 | . | 0
CCN(c1ccc(OC)cc1)S(=O)(=O)c1csc(C(N)=O)c1 | 4 | -1 | 9 | 20 | -1.0 | -1 | -3 | 2
C=CCNC(=O)c1ccccc1NC(=O)c1ccc(Cl)c(S(=O)(=O)Nc2cc(C)ccc2C)c1 | -7 | 0 | 1 | . | . | ? | . | -3

Next records follow.
structure | PGC1a acetyl inh | Cneo AK release | Statin myotox sup | INS-1E GSIS act | CFTR F508del cor | miR-122 sensor | FN deposition inh | PglD DTNB
COC(=O)c1ccc(COC(=O)CNC(=O)C2CCCCC2)cc1 | 4 | -2 | 2 | -3 | -3.1 | . | -7 | 1
COCc1ccc(CN2CCCC(C(=O)Nc3ccc(-c4cscn4)cc3)C2)o1 (stereo not drawn) | -11 | 0 | -14 | 14 | -1.3 | 5 | 3 | -2
COc1ccc(NC(=O)Nc2ccc3c(c2)C(=O)N([C@H](C)CO)C[C@H](C)[C@@H](CN(C)CC2CCCCC2)OCCCC[C@@H](C)O3)cc1 | 4 | 2 | 19 | -16 | 0.1 | 17[16.7 µM] | . | -4
CC(C)NC(=O)Nc1ccc2c(c1)CC(=O)N([C@H](C)CO)C[C@@H](C)[C@H](CN(C)C(=O)Nc1cccc3ccccc13)O2 | 4 | 10 | 12 | 30 | 3.1 | -6[16.7 µM] | . | 1
COc1cc(NC(=O)c2cccnc2Sc2ccc(C)c(C)c2)cc(OC)c1OC | -14 | 8 | 5 | -15 | . | 10 | -10 | -9
CN=C1SC(CC(=O)Nc2ccc(F)cc2F)C(=O)N1/N=C(\C)c1cccc(OCC(=O)O)c1 (stereo not drawn) | 2 | 0 | 13 | -5 | -4.9 | 0 | -1 | 8
COc1cccc(C(=O)C2CCCN(Cc3cccc(OCCO)c3)C2)c1 (stereo not drawn) | . | -1 | 0 | -22 | 0.0 | . | -1 | 16
O=C(CSc1ncccc1C(=O)O)NCCC1=CCCCC1 | -2 | 1 | -25 | -1 | . | 5 | . | 6

Some of these compounds in order of length of the SMILES, high to low:
structure | PGC1a acetyl inh | Cneo AK release | Statin myotox sup | INS-1E GSIS act | CFTR F508del cor | miR-122 sensor | FN deposition inh | PglD DTNB
CN=C1SC(CC(=O)Nc2ccc(F)cc2F)C(=O)N1/N=C(\C)c1cccc(OCC(=O)O)c1 (stereo not drawn) | 2 | 0 | 13 | -5 | -4.9 | 0 | -1 | 8
N#C[C@H]1[C@@H](c2ccc(C3=CCCC3)cc2)[C@@H](CO)N1C(=O)NC1CCCC1 | 4 | 0 | -18 | 10 | 1.9 | . | -4 | -5
CC1CCN(C(=O)c2ccccc2NC(=O)c2cccc(S(=O)(=O)N3CCOCC3)c2)CC1 | -5 | -4 | -5 | . | . | -12 | . | 0
CC(=O)c1ccc(OCC(=O)N2CCN(S(=O)(=O)c3ccc(Br)s3)CC2)cc1 | -14 | -5 | 2 | 11 | -0.1 | -6 | -8 | -2
Cc1ccc(C)c(C(=O)COC(=O)c2cc([N+](=O)[O-])ccc2NCCO)c1 | . | -2 | . | -8 | 0.2 | 19 | 4 | 0
Cc1ccc(Cl)cc1NC(=O)COC(=O)CN1C(=O)C2CCCCC2C1=O (stereo not drawn) | -12 | 1 | 21 | -16 | -0.4 | 4 | -3 | -3
CCN(c1ccc(OC)cc1)S(=O)(=O)c1csc(C(N)=O)c1 | 4 | -1 | 9 | 20 | -1.0 | -1 | -3 | 2
COc1cc2c(cc1OC)C(C)N(C(=O)c1sccc1C)CC2 (stereo not drawn) | -4 | -3 | 8 | 7 | 0.0 | 5 | 5 | -3
O=C(CSc1ncccc1C(=O)O)NCCC1=CCCCC1 | -2 | 1 | -25 | -1 | . | 5 | . | 6

(cont.)
| Compound | PGC1a acetyl inh | Cneo AK release | Statin myotox sup | INS-1E GSIS act | CFTR F508del cor | miR-122 sensor | FN deposition inh | PglD DTNB |
| --- | --- | --- | --- | --- | --- | --- | --- | --- |
| C[C@@H](NC(=O)c1nc[nH]c1C(=O)N1CCN(C(=O)OC(C)(C)C)CC1)c1ccccc1 | -1 | -1 | -1 | . | -3.4 | 5 | 8 | 6 |
| CC/C(=N\O)c1ccc(O)c(OC)c1 | 6 | 1 | 9 | 6 | . | -2 | . | -4 |
| COc1cccc(C(=O)Nc2ccc3c(c2)C(=O)N(C)[C@H]2CC[C@H](CC(=O)NCCCN4CCOCC4)O[C@H]2CO3)c1 | . | 2 | -15 | -8 | . | . | -4 | 2 |
| CCN(CCO)C(=S)Nc1cc(C(=O)OC)ccc1C(=O)OC | -4 | 1 | 7 | 18 | . | 0 | . | 5 |
| COc1ccc(-c2cnc(C(O)c3ccccc3)[nH]2)cc1 (stereo not drawn) | . | -1 | -5 | 1 | -1.4 | 3 | -14 | 0 |
| CC(=O)N1CCC(N(C(=O)Nc2ccc(C)c(C)c2)C2CCCC2)CC1 | -1 | 8 | 2 | . | . | . | . | 1 |
| Cc1noc(C)c1S(=O)(=O)Nc1ccc2c(c1)C(=O)N([C@@H](C)CO)C[C@H](C)[C@H](CN(C)C(=O)NC1CCCCC1)OCCCC[C@@H](C)O2 | . | -1 | 45 | -10 | 2.1 | -2[16.7 µM] | . | -2 |
| C[C@@H]1CN([C@@H](C)CO)C(=O)c2cc(-c3ccccc3)cnc2O[C@H]1CN(C)Cc1cccnc1 | 9 | 3 | 6 | 15 | -0.9 | -6[16.7 µM] | 4 | -2 |
| O=C(CCCNC(=O)c1ccc(Cl)cc1)NCc1ccccc1F | -22 | 2 | 2 | 17 | -1.4 | -7 | 8 | -2 |
| C[C@H](CO)N1C[C@H](C)[C@H](CN(C)S(C)(=O)=O)Oc2c(NC(=O)c3cnccn3)cccc2C1=O | -7 | -7 | 20 | 7 | 0.1 | 2[16.7 µM] | . | 0 |
| Clc1ccc(CSc2nnc(-c3ccncc3)o2)c(Cl)c1 | . | -1 | 9 | . | . | -33 | 1 | 2 |
| CC(C)N(C(C)C)S(=O)(=O)c1ccc(Cl)nc1 | -6 | . | . | -1 | -1.3 | -1 | -8 | . |
| C[C@H]1CN([C@@H](C)CO)C(=O)Cc2cc(NC(=O)Nc3ccc(F)cc3)ccc2O[C@H]1CN(C)S(C)(=O)=O | 2 | 0 | -19 | -13 | -3.3 | 1[16.7 µM] | 3 | 1 |
| O=C(C[C@@H]1C=C[C@H](NC(=O)c2ccccc2)[C@H](CO)O1)NCc1ccc(Oc2ccccc2)cc1 | -24 | 15 | 9 | 5 | 2.8 | -1[16.7 µM] | 4 | 3 |
| Oc1c(N=Nc2ccccn2)ccc2ccccc12 | 6 | . | 11 | -12 | . | 3 | 21 | . |
